Screening results as filed in PubChem.
Rpn11 block: Rpn11 (human) deubiquitinase inhibition; O00487; human 26S proteasome, Ub4-pepOG fluorescence polarization; 20S core pre-blocked with epoxomicin; calls only at 20 µM; 360,000 tested, 0.59% active;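 active = inhibition at 20 µM, scaled to each plate's controls, above about 33%, limit read from the data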
Target sequence (O00487 whole entry, looked up): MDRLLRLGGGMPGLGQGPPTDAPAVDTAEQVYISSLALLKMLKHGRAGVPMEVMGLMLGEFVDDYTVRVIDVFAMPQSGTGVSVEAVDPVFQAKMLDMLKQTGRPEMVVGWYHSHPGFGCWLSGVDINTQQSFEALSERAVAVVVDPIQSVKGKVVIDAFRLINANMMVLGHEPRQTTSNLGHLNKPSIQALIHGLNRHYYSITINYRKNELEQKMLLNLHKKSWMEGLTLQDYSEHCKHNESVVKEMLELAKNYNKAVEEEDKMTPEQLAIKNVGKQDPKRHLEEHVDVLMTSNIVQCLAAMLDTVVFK
DNMT1 inh: DNMT1 (human) enzyme inhibition; P26358; DNMT1 molecular beacon, Hinp1I cleavage, fluorescence; inhibition (reported as % activation of signal), % at 10 µM; 360,000 tested, 0.83% active; in the data active = inhibition above about 50%
SUMO1 PPI mod: SUMO1-SIM interaction modulation; P63165; SUMO1 binding to a labelled peptide, TR-FRET, 1 h; inhibition, % at 20 µM; 360,000 tested, 0.33% active; AID 602429; in the data active = inhibition above about 37%
Target sequence (P63165 whole entry, looked up): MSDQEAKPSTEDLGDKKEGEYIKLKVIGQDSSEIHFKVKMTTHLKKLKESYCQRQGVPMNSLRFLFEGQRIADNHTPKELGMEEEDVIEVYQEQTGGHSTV
STEP block: inhibitors of human striatal-enriched phosphatase STEP. P54829. 360,000 tested, 0.25% active. recombinant STEP, OMFP fluorogenic substrate, fluorescence. inhibition, % at 20 µM;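 active = inhibition at 20 µM, scaled per plate between control wells, above about 37%, limit read from the data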;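 also: 0% = DMSO with enzyme and substrate and 100% = substrate only without enzyme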
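medium = Bis-Tris buffer pH 6.0, 2.5 mM DTT, 0.005% Tween 20 | test system = STEP (striatal-enriched tyrosine phosphatase) enzyme, cell-free | measure = normalized % inhibition | compound dosing = 20 µM, 1% DMSO | also added = 25 µM OMFP | schedule = reaction 20 min, ambient temperature | measured by = fluorescence read at 480 nm ex / 540 nm em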
LMPTP inh: LMPTP (human) inhibition; inhibition, % at 20 µM; 360,000 tested, 0.22% active; AID 651560; recombinant LMPTP-A, OMFP fluorogenic substrate, fluorescence intensity; P24666;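 active = compounds that cut the enzyme signal by at least half of the control window in the single-dose screen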;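 also: plate controls were DMSO wells with enzyme plus substrate for no effect and substrate without enzyme for full effect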
Target sequence (P24666 whole entry, looked up): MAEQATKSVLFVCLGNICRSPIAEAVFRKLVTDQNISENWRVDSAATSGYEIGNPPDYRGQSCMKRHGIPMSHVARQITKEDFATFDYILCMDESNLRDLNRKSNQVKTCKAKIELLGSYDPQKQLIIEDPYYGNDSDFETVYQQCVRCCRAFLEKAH
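Buffer or medium: Bis-Tris pH 6.0, DTT, detergent; Assay system: LMPTP-A enzyme; Quantity: 0.625 nM enzyme; Detection: endpoint fluorescence intensity; Times: 50 min dark incubation at room temperature; Controls: substrate-only low control, DMSO enzyme-plus-substrate high control; Doses: single 20 µM dose; Read-out: percent inhibition versus substrate-only and uninhibited controls; Reagent: 400 µM OMFP.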
SKN-1 block: C. elegans SKN-1 inhibition | C. elegans VP596 Pgst-4::GFP/RFP ratio, acrylamide-induced, 24 h | inhibition, % at 21.8 µM | 360,000 tested, 0.49% active | AID 624304;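 active = interference check ratio from 0.5 to 1.5 plus GFP to RFP signal ratio inhibition reaching or exceeding a fixed threshold, cut at about 30% in these data, passing the limit was not always enough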; also: some compounds called inactive have numbers as strong as hits
CendR NRP1 mod: alters CendR peptide binding to human NRP-1 | O14786 | FAM-RPARPAR peptide binding to NRP-1, fluorescence polarization | inhibition, % at 25 µM | 360,000 tested, 0.85% active;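 active = inhibition or corrected inhibition above about 18%, plus a signal ratio from 0.5 to 1.5, limit read from the data, passing the limit was not always enough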; also: strong numbers were not always called active
Scp1 inh: inhibitors of human Scp-1 phosphatase | AID 493091 | Q9GZU7 | inhibition, % at 20 µM | 340,000 tested, 0.88% active | Recombinant Scp1, phosphopeptide, malachite green phosphate absorbance;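 active = inhibition above about 50% at 20 µM, limit read from the data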;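 also: plate controls were DMSO wells with enzyme for no effect and wells lacking enzyme for full effect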
Target sequence (Q9GZU7 76-261 limits assumed): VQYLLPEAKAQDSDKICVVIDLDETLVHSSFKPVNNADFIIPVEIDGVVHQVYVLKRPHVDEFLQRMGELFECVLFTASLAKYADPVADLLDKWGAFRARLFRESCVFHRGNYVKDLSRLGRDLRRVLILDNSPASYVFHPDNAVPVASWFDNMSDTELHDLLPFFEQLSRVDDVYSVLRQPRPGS
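Times: enzyme reaction 45 min at room temperature, colour 5 min, stabilisation 30 min. Material: SCP-1 catalytic fragment, aa 76-261. Medium: Acidic Tris acetate buffer with magnesium and detergent. Signal: colorimetric free-phosphate detection, absorbance 630 nm. Read-out basis: % inhibition of SCP-1 phosphate liberation. Reagent: Phosphorylated 17-residue peptide substrate.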
NadD block: NadD (S. aureus) enzyme inhibition; purified NadD enzyme, colorimetric absorbance read-out; inhibition, % at 20 µM; 360,000 tested, 0.78% active; AID 602399; in the data active = inhibition above about 26%; also: some compounds past the cut are filed as inactive
MT1-MMP act inh: blocks activation of human MT1-MMP | HT1080 RFP-PRO-GFP cells, GFP/RFP ratio fluorescence, overnight; percent of plate control window, DMSO zero | GFP/RFP ratio change, % at 20 µM | AID 651647 | 360,000 tested, 0.061% active | P50281;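 active = GFP/RFP ratio change of at least 30% with cell ATP level not reduced by more than half and red fluorescence within 50% of control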; also: strong numbers were not always called active
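Assay system: HT1080 RFP-PRO-GFP cells. Benchmarks: DMSO vehicle wells and RFP-L50D-GFP reporter cell wells. Times: overnight cell settling, then overnight compound exposure, 37 °C, 5% CO2. Compound: 20 µM single dose, 1% DMSO. Read-out basis: GFP/RFP fluorescence ratio.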
Active calls of the source: *; i = inactive; x = no result given.

SMILES	Rpn11 block	DNMT1 inh	SUMO1 PPI mod	STEP block	LMPTP inh	SKN-1 block	CendR NRP1 mod	Scp1 inh	NadD block	MT1-MMP act inh
CC1(C)N=C(c2ccccc2)C(c2ccccc2)=N1	i	-1	1	-1	-1.1	14	10	-2	1	-3
COc1ccc(-c2cc(-c3ccco3)[nH]c(=O)c2C#N)cc1OC	i	6	-16	4	-2.8	10	-96	16	9	-12
ClCC1CN(Cc2ccccc2Cl)CCO1 (stereo not given)	i	-1	0	1	1.2	1	-2	-3	-2	0
Cc1coc2cc3oc(=O)c(Cc4ccccc4)c(C)c3cc12	i	5	-7	2	1.1	1	-1	-5	-1	2
CN(CC(=O)Nc1ccc(F)c(F)c1F)C(=O)C1CC(=O)N(C2CCCC2)C1 (stereo not given)	i	1	-1	1	0.3	20	-4	-5	2	-3
Cc1nnc(SCc2cccs2)[nH]c1=O	i	0	2	2	-0.7	0	-12	-11	1	7
CC[C@]12c3[nH]c4cc(-c5ccco5)ccc4c3CCN1C(=O)[C@@H](CC(=O)NCc1cccc(C(F)(F)F)c1)C[C@@H]2C(=O)N1CCN(C(=O)C2CC2)CC1	i	-29	-1	2	4.4	17	-27	-1	22	0
CCOC(=O)c1[nH]c(C)c(/C(O)=C2\C(=O)C(=O)N(CCN3CCOCC3)C2c2cccs2)c1C (stereo not given)	i	-5	-3	1	-1.7	14	-1	-5	9	-6
CC1CCN(C(=O)CNC(=O)CNC(=O)Cc2ccccc2)CC1	i	3	5	-2	-0.7	3	9	-2	-1	-2
CC12CCC(C(=O)NNC(=O)c3ccc(Br)cc3)(OC1=O)C2(C)C (stereo not given)	i	0	4	-1	-1.4	-6	12	1	1	4
Cc1c(C#N)c2ncn(CCCN(C)C)c(=O)c2n1-c1ccccc1	i	0	-4	-1	-0.7	-5	5	1	1	-8
COc1ccc(CCn2c(NN=C(C)C)nc3c2c(=O)[nH]c(=O)n3C)cc1	i	4	-12	-4	-1.2	12	-4	17	-3	5
CCN1C(=O)c2cccc3c(S(=O)(=O)Nc4ncccc4C)ccc1c23	i	-10	-17	4	0.7	2	-5	-10	1	3
O=C1NC[C@@H](Cc2ccc(O)cc2)N(CCc2cccc(F)c2)C1=O	i	10	2	4	-1.0	9	3	2	-1	-4
Cc1ccc(N2CC(C(=O)N3CCc4ccccc4C3)CC2=O)cc1 (stereo not given)	i	1	1	-1	-0.5	7	12	-6	3	-2
CCC1(c2ccc(F)cc2)NC(=O)N(CC(=O)Nc2ccc(N3CCCCC3)cc2)C1=O (stereo not given)	i	-9	-2	-2	1.1	9	12	-3	5	5
O=C1CCCCCC[C@@H](O)[C@H](O)C[C@H](c2ccccc2)O1	x	x	-4	x	0.9	18	-12	x	-2	6
O=c1c2ccccc2cnn1Cc1n[nH]c(=S)n1-c1cc(Cl)cc(Cl)c1	i	7	0	0	-1.8	-9	-7	4	3	2
C=CCc1cc(OC)ccc1OCCCCn1cncn1	i	-1	1	0	-1.5	33	8	-6	-10	-2
CCOC(=O)C1CCN(C(c2cccs2)c2sc3nc(C)nn3c2O)CC1 (stereo not given)	i	-1	-6	2	0.4	6	2	-6	-1	-2
CCOC(=O)c1c(-c2ccc(F)cc2)csc1/N=C/N(C)C	i	1	-4	-2	-0.1	-6	4	6	-4	1
Cc1csc(=O)n1CC(=O)OCC(=O)c1c(N)n(C)c(=O)n(C)c1=O	i	1	4	-1	-0.8	1	1	-7	1	3
COc1cc2c(cc1NC(=S)Nc1cccc3ccccc13)oc1ccccc12	i	-11	-1	2	1.0	6	2	-9	20	2
CCC(=O)c1ccc(OCC(O)CN2CCN(c3ccccn3)CC2)cc1 (stereo not given)	i	2	-8	-2	-1.7	10	5	0	-5	8
CCOC(=O)CNS(=O)(=O)c1ccc(S(=O)(=O)NC2CC2)cc1	i	0	2	1	-1.3	16	2	-10	-2	0
Next section:
SMILES	Rpn11 block	DNMT1 inh	SUMO1 PPI mod	STEP block	LMPTP inh	SKN-1 block	CendR NRP1 mod	Scp1 inh	NadD block	MT1-MMP act inh
O=C(N/N=C(\c1ccccc1)c1ccccn1)c1cccc([N+](=O)[O-])c1	i	1	-3	-1	-0.3	8	12	-11	-4	9
CCCCN(C(=O)CCC(=O)Nc1cc(C)on1)C(C(=O)NC1CCCC1)c1ccccc1C (stereo not given)	i	2	6	-2	0.4	23	3	-15	-2	-3
NC(=S)N/N=C/c1ccc(OC(=O)c2cccnc2)cc1	i	1	-5	1	2.8	-2	5	10	7	-1
Cc1ccc(NC(=O)c2cccc3cccnc23)cc1	i	0	-19	0	2.7	28	1	-8	-2	0
CCOc1ccc2oc(C(=O)NCC3CCCO3)c(C)c2c1 (stereo not given)	i	-1	4	1	-0.1	18	-16	1	-1	-4
O=C(CN1C(=O)C2C3C=CC(C3)C2C1=O)Nc1ccc(F)cc1 (stereo not given)	i	4	1	4	-0.1	-3	0	-1	-3	3
CCc1c(O)nc(SCC(=O)Nc2ccccc2)n(C(C)CC)c1=O (stereo not given)	i	-2	1	-2	0.2	11	-5	0	10	0
O=C(O)c1cccc2c1Cc1cc([N+](=O)[O-])ccc1-2	i	7	-9	1	-1.1	-12	-1	-7	-5	-5
O=C(/C=C/c1ccccc1)N1CCN(c2c(Cl)cccc2[N+](=O)[O-])CC1	i	0	-8	1	5.7	16	10	-9	-3	-2
Cc1ccc(S(=O)(=O)N2[C@@H](c3cccc(Cl)c3)C(C(=O)O)=CC[C@H]2c2cccc(C)c2)cc1	i	2	5	-1	-0.2	-1	-13	-8	6	1
N#Cc1ccc(C(=O)Nc2cc(S(=O)(=O)Nc3ccc(Cl)cc3)ccc2N2CCCCC2)cc1	i	-13	-3	2	4.6	3	-4	0	23	-8
NC(N)=NS(=O)(=O)c1ccc(NC(=S)NC(=O)c2ccc(Br)cc2)cc1	i	-7	4	8	3.7	4	12	-6	1	2
CCOc1ccc(CO/N=C/c2c(C)[nH]c(=O)[nH]c2=O)cc1	i	1	-3	-2	-0.2	-10	11	-1	-4	2
CCOC(=O)[C@]12CCCC=C1N(Cc1ccccc1)C(=O)[C@H](CC(=O)N1CCC(c3ccccc3)CC1)C2	x	x	2	x	4.3	12	-2	x	x	4
COc1ccc(CSCC(=O)NN=C2CCN(C)CC2)cc1	i	-1	-1	0	-0.6	4	9	-8	-2	0
CN(Cc1ccccc1)C(=O)c1cccc(NC(=O)Cc2ccc(NC(=O)C3CCN(C(=O)C4CCCC4)CC3)cc2)c1	i	-3	-1	0	-0.9	-2	3	-4	10	0
COc1ccccc1NC(=O)C1CCCN(S(=O)(=O)c2cccc3nsnc23)C1 (stereo not given)	i	48	-27	2	-1.1	4	-5	2	0	-3
Cc1ccc(NNC(=O)C2CCC2)cc1C	i	3	7	2	-0.8	-15	4	11	0	-3
CN1C/C(=C/c2ccccc2[N+](=O)[O-])C(=O)/C(=C\c2ccccc2[N+](=O)[O-])C1	i	-7	-12	1	0.0	15	-13	7	13	9
COc1ccccc1NC(=O)C(C)OC(=O)/C=C/c1ccc2ccccc2n1 (stereo not given)	i	3	-20	2	0.6	4	2	-6	1	2
c1cncc(-c2ccc3ncnc(NCc4ccc5c(c4)OCO5)c3c2)c1	i	1	3	0	9.7	-1	16	-3	-1	-11
CC(C)(CN1CCN(Cc2ccccc2)CC1)NS(=O)(=O)c1ccc(Cl)cc1	i	1	0	-4	0.7	4	-1	-4	-6	5
COc1ccc(CNC(=O)C2CCC(CNS(=O)(=O)c3cccs3)CC2)cc1 (stereo not given)	i	4	-3	1	-0.8	3	-11	-7	-10	0
CC(=O)c1sc(NC(=O)C(C)Oc2ccc3c(C)cc(=O)oc3c2)nc1C (stereo not given)	i	1	-13	-3	-0.3	-2	-18	-5	2	0
CCN(CC)C(=O)Oc1ccc(Br)c2ccccc12	i	-1	-1	0	1.8	37*	4	-7	-6	-1
(continued)
SMILES	Rpn11 block	DNMT1 inh	SUMO1 PPI mod	STEP block	LMPTP inh	SKN-1 block	CendR NRP1 mod	Scp1 inh	NadD block	MT1-MMP act inh
CCCCCCC=C1CCC(CN2CCCC2)C1=O (stereo not given)	i	16	11	0	-1.2	-4	-18	x	2	x
Cc1c(C(=O)NCc2nnc(-c3ccccc3)o2)oc2c(F)cccc12	i	-3	-4	1	2.3	-5	2	-12	-8	0
Clc1ccc(-n2c(SC/C=C/c3ccccc3)nnc2-c2cccnc2)cc1	i	-4	3	12	1.3	18	2	9	6	-2
CCN(C(=O)COC(=O)c1cccc(S(=O)(=O)N2CCOCC2)c1)C1CCS(=O)(=O)C1 (stereo not given)	i	0	-5	-2	-1.7	10	-1	-4	-3	2
Cc1ccc(-c2c(C)sc(NC(=O)C3C4CCC(O4)C3C(=O)O)c2C(=O)OC(C)C)cc1 (stereo not given)	i	6	3	-3	-1.3	-10	18	-12	11	1
CC(=O)N1c2c(cc(Br)cc2S(=O)(=O)NCc2ccc(C)cc2)CC1C (stereo not given)	i	1	3	-2	-0.8	15	-14	-5	-8	-3
Cc1ccc(C2CCN(C(=S)NC(C)(C)C)C2)cc1 (stereo not given)	i	1	0	0	-1.2	12	-2	-2	-4	3
O=C(CCC(=O)N/N=C/c1ccco1)N/N=C/c1ccco1	i	21	-6	8	1.4	-2	5	-13	5	-1
O=C1CCN(S(=O)(=O)c2ccccc2)N1	i	2	0	2	-2.1	-2	-4	-4	0	1
c1ccc(-c2nc(CSc3nnnn3-c3ccccc3)cs2)cc1	i	0	-1	0	1.6	10	4	-8	-7	7
CC(Nc1nc(-c2ccc(F)cc2)cs1)c1nc2cc(Cl)c(Cl)cc2n1CCOCCO (stereo not given)	i	10	2	8	0.2	12	-7	-2	8	3
